Source: PubChem BioAssay (several laboratories)
MEX-5 binding: MEX-5 zinc finger RNA-binding disruptors – biochemical, C. elegans, fluorescence polarization, MLPCN library, primary screen; activity score (negative = inhibition of binding), % at 10 µM; 300,000 tested, 0.38% active; MEX-5/FITC-TCR2 RNA binding; hits give low values;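 active = inhibition past about -25% in most replicates, and total fluorescence under double the plate's negative control median, limit read from the data; inconclusive = replicates evenly split on the limit, or fluorescence at least double controls; inactive = too little inhibition in most replicates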;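 note: 0% = DMSO and -100% = 5 µM competing unlabeled TCR2 RNA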
AGP1 TOR yeast: modulators of AGP1-GFP expression in yeast TOR pathway, primary screen, cell-based, multiplex flow cytometry, S. cerevisiae, MLPCN library | 3 h; GFP as percent of DMSO wells | GFP response vs DMSO, % at 10 µM | 320,000 tested, 0.02% active | AID 2066, 2009;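 active = GFP response relative to DMSO above a set limit, near screen average plus 3 SD, cut at about 150% in these data; inconclusive = fewer than 70 cells counted for the yeast strain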;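 note: median GFP channel fluorescence of the gated AGP1 strain per well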
Bcl-xL primary: inhibitors of human Bcl-xL, primary screen, biochemical, fluorescence polarization, HTS | Bcl-2-like protein 1 (Homo sapiens), Q07817 | GST-Bcl-xL / FITC-Bim BH3 peptide fluorescence polarization | inhibition, % at 10.9 µM | 320,000 tested, 0.7% active | AID 2129, 2009;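 active = inhibition above the mean of all tested compounds plus 3 SD, cutoff set per campaign, cut at about 30% in these data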;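 note: 0% = DMSO wells and 100% = unlabeled Bim-BH3 peptide competitor; inhibitors lower millipolarization by displacing the labeled peptide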
Fam108B inh: mouse Fam108B serine hydrolase inhibitors, primary screen, counter-screen for RBBP9 inhibitor project, biochemical, fluorescence polarization | recombinant Fam108B, FP-Rh probe fluorescence polarization | inhibition, % at 9.51 µM | 300,000 tested, 0.33% active | AID 1947, 2009;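 active = inhibition above the screen mean inhibition plus 3 SD, computed separately per campaign, cut at about 18% in these data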;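 note: inhibitors lower polarization as less probe binds the enzyme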
VLA-4 inh: inhibition in human VLA-4 binding assay, primary screen, VLA-4 allosteric modulator project, MLPCN library, flow cytometry, VLA-4 expressing cells. Integrin alpha-4 (Homo sapiens), P13612. ligand binding flow cytometry. inhibition, % (about 7 µM as worked out from the volumes in the protocol). 330,000 tested, 0.2% active; in the data active = inhibition above about 50%
Target sequence (P13612 whole entry, looked up): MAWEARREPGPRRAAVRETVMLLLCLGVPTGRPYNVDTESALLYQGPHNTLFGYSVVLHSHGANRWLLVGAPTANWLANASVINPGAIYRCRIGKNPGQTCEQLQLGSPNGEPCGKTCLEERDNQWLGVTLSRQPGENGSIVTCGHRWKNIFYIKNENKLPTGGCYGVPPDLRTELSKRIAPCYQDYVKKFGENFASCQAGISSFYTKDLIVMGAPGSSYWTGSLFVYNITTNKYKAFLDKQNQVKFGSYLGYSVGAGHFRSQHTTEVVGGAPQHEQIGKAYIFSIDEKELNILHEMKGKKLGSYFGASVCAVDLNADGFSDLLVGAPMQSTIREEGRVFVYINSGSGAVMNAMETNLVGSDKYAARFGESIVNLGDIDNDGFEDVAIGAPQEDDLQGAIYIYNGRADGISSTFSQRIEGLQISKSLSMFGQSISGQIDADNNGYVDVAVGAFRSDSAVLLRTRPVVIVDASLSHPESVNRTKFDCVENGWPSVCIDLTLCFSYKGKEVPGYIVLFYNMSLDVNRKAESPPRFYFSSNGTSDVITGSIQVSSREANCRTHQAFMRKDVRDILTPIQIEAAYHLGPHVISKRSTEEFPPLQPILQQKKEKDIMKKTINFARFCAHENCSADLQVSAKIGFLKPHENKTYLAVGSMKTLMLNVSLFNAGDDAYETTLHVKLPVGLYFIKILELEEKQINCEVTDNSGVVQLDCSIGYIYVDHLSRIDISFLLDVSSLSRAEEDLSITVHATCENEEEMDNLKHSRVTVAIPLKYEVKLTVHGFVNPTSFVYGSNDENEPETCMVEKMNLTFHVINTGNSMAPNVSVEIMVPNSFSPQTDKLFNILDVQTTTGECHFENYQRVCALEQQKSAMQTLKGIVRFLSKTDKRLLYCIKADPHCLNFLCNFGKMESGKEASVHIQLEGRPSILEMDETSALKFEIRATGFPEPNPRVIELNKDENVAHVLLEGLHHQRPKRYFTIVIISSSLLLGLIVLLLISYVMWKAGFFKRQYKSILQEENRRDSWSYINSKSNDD
MCL1 BIM primary: inhibitors of MCL1 binding to BIM-BH3, primary screen, biochemical, fluorescence polarization; AID 2057, 2009; 320,000 tested, 0.68% active; inhibition, % at 10.9 µM; GST-MCL1 / FITC-Bim-BH3 fluorescence polarization;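 active = inhibition above the mean inhibition of all tested compounds plus 3 SD, set per campaign, cut at about 40% in these data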;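 note: 0% = DMSO wells and 100% = unlabeled Bim-BH3 peptide control; higher means more loss of mP so more displacement of Bim peptide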
GLD-1 TGE inh: GLD-1/TGE RNA complex disruptors, primary screen, biochemical, fluorescence polarization; 320,000 tested, 0.44% active; purified GLD-1 + fluorescein TGE RNA; inhibition, % at 5.96 µM; Female germline-specific tumor suppressor gld-1 (Caenorhabditis elegans), Q17339;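 active = percent inhibition above a per-plate cutoff, the plate mean of test compounds plus 3 SD, cut at about 30% in these data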;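 note: 0% = DMSO wells with GLD-1 and probe and 100% = wells lacking GLD-1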
GRK2 aptamer HTS: compounds blocking aptamer binding on GRK2 – biochemical, human GRK2, bead flow cytometry, HTS, primary screen; Beta-adrenergic receptor kinase 1 (Homo sapiens), P25098; FAM-aptamer displacement from GRK2; inhibition of aptamer binding, % at 10 µM; 330,000 tested, 0.59% active; AID 488847, 2010;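 active = inhibition of aptamer binding above 40%, roughly 3 SD of noise, on plates passing a quality check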;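 note: median bead fluorescence of bound FAM aptamer so fluorescent compounds give negative values; no value below 0 was filed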
CIT2-GFP yeast: modulators of CIT2-GFP expression in yeast, primary screen, S. cerevisiae, GFP fusion, multiplex flow cytometry, MLPCN library | 320,000 tested, 0.065% active | AID 2029, 2009 | S. cerevisiae CIT2-GFP strain, 3 h; 100 means same as DMSO wells | GFP response vs DMSO, % at 10 µM;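 active = GFP response relative to DMSO above a set limit, near the screen mean plus 3 SD, cut at about 150% in these data; inconclusive = Fewer than 70 cells measured for a yeast strain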;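 note: ratio of well median GFP fluorescence to mean of DMSO wells on the plate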
An asterisk follows results filed as active; ? = inconclusive; . = not tested or not shown; [ ] = another dose, or the depositor's remark.

SMILES	MEX-5 binding	AGP1 TOR yeast	Bcl-xL primary	Fam108B inh	VLA-4 inh	MCL1 BIM primary	GLD-1 TGE inh	GRK2 aptamer HTS	CIT2-GFP yeast
O=C(NCCc1cccs1)c1cccs1	-3.2	97	4	0	0	4	8	0	98
O=C(Nc1cccc(C(F)(F)F)c1)c1cc(-c2ccco2)on1	2.0	103	0	-6	-2	-4	1	5	107
CCOC(=O)CC1(NC(=O)c2cc(COc3cncc(Cl)c3)on2)CCCCC1	-0.3	103	0	-2	-13	-1	9	6	98
COc1ccc(OC)c(C2C(C#N)=C(N)Oc3cc(C)n(Cc4ccccn4)c(=O)c32)c1 (stereo unspecified)	-0.3	88	3	-1	17	11	0	0	87
COC(=O)c1ccccc1OCCCOc1ccc(C=O)cc1OC	-2.5	101	6	-3	-6	2	4	2	99
Cc1cc(C)c(C)c(S(=O)(=O)N2CCC(C(=O)NCC(c3ccccc3)N(C)C)CC2)c1C (stereo unspecified)	-0.6	101	2	-2	13	-3	2	0	101
O=C(NCc1ccco1)c1ccc(S(=O)(=O)N2CCCCC2)cc1	-0.3	103	5	3	13	1	-4	0	89
CC1(C(=O)NC2CCCCC2)CCC(=O)N1Cc1cccs1 (stereo unspecified)	0.0	97	0	-1	30	3	2	5	98
CC1(C)Oc2ccc(C(=O)N3CCOCC3)cc2N(CC(=O)N2CCOCC2)C1=O	1.1	98	1	6	-5	0	5	0	99
O=C(c1ccc(Cl)cc1)c1c[nH]c(C(=O)NNc2ccccc2)c1	-0.9	104	7	-2	6	0	0	10	97
Cc1cc(CNC(=O)Cn2cc([N+](=O)[O-])cn2)c2ccccc2n1	.	104	-1	1	-4	0	5	0	94
COCCN1CCN(C(=O)C2CCC(=O)N(CCc3ccc(Cl)cc3)C2)CC1 (stereo unspecified)	-1.2	100	5	-1	-3	4	9	0	101
CC(Sc1nnc2c(n1)[nH]c1ccccc12)C(=O)N(C)C1CCCCC1 (stereo unspecified)	2.2	16[may fluoresce violet]	12	1	-1	8	3	0	?
CC(CNC(=O)CCCn1ncn2c(cc3occc32)c1=O)c1ccccc1 (stereo unspecified)	-1.0	98	4	2	3	4	-1	0	92
CCNC(=S)NNC(=O)c1ccoc1C	-0.5	104	-2	0	4	4	-3	0	94
O=C(NCCO)c1cccc(S(=O)(=O)N2CCCCC2)c1	-0.2	93	1	0	7	-1	8	0	91
CC(C)(C)c1nc2ccccc2c(=O)n1N1C(=O)c2ccccc2C1=O	.	92	3	0	-2	-2	9	1	90
Cc1c(Br)c([N+](=O)[O-])nn1CC(=O)NCc1cccnc1	-3.2	103	6	1	0	2	-2	0	98
O=C(Cc1cccs1)Nc1cccc(-c2nc3cc4ccccc4cc3[nH]2)c1	.	100	2	-73	-169	5	6	0	73
Cc1ccc(C(=O)N/C(=C/c2ccc(-c3cccc([N+](=O)[O-])c3)o2)C(=O)NC(C)C)cc1	4.4	105	5	2	-3	6	-8	7	114
Cc1cccc(Nc2ncnc3nc[nH]c23)c1C	-0.9	96	7	-1	0	1	5	0	99
O=C(N1CCOCC1)N(CCN1CCOCC1)Cc1cccc(Cl)c1	-3.3	105	6	1	-10	8	-2	2	105
CCOC(=O)C1CCN(C(=O)CS(=O)Cc2nc(-c3ccc(C)cc3)oc2C)CC1 (stereo unspecified)	0.1	104	1	4	-8	4	4	0	93
COc1ccc(CNC(=S)Nc2cccc(Cl)c2)cc1	0.8	113	4	-2	3	5	-8	2	101
CCn1c(SCC(=O)N2c3ccccc3Sc3ccccc32)nc2c1c(=O)n(C)c(=O)n2C	0.5	91	6	0	-1	14	6	3	102
O=C(CSc1ccc(-c2ccccc2)nn1)N1CCOCC1	-0.4	100	-1	-6	-1	-1	9	0	106
O=C(COC(=O)CNC(=O)c1ccc2c(c1)OCO2)Nc1ncc(Cl)cc1Cl	-0.2	101	6	1	10	9	-1	0	99
COCCN(C(=S)Nc1ccccc1C)C(C)c1cccs1 (stereo unspecified)	-0.3	91	4	2	7	5	4	5	95
CC(CCc1ccccc1)NC(=O)C(=O)c1c[nH]c2ccccc12 (stereo unspecified)	1.7	101	8	-7	11	5	4	0	91
S=C1Nc2cc(Cl)ccc2Sc2ccccc21	3.4	99	1	-7	-3	8	3	0	98
Cc1ccc(CNC(=O)CCS(=O)(=O)c2ccc(C)cc2)cc1	2.5	108	1	1	-7	-5	0	1	106
CC(=O)[C@H]1CC[C@H]2[C@@H]3CC=C4C[C@@H](O)CC[C@]4(C)[C@H]3CC[C@]12C	.	72	1	-3	33	-1	0	0	88
O=C(CSc1nnc(-c2cccs2)o1)N1CCCc2ccccc21	0.4	101	6	0	8	7	3	2	108
O=c1cc(-c2ccccc2)c2ccc(O)c(CN3CCCCC3)c2o1	0.6	98	5	5	6	8	7	2	94
Cc1c(Cl)cnc(NC(=O)COC(=O)c2nn(C)c(=O)c3ccccc23)c1Cl	-1.2	101	17	5	13	17	8	2	108
CCOC(=O)c1ccc(NC(=O)c2cccc(S(=O)(=O)N3c4ccccc4CC3C)c2)s1 (stereo unspecified)	0.0	96	0	-22	13	-1	5	0	89
CCNS(=O)(=O)c1ccc(NC(=O)c2ccccc2SCCOC)cc1	-0.7	109	2	6	6	7	4	0	103
CCCCCCCCNC(=O)c1ccc(C)cc1	0.5	93	-27	-1	12	-34	-20	3	101
O=C(Oc1cccc(NC(=O)c2ccccc2Cl)c1)c1ccc([N+](=O)[O-])cc1	1.7	95	-3	1	14	2	-1	0	90
O=C(c1ccc(Cl)c([N+](=O)[O-])c1)N1CCCc2ccccc21	-1.1	97	4	0	-18	-6	0	1	91
CSc1ccccc1NC(=O)c1ccc(Cl)s1	-0.4	99	3	-1	-3	1	5	1	108
O=c1c2cnn(-c3ccccc3)c2nc(-c2cccs2)n1-c1ccc(Br)cc1	1.4	.	-4	-4	-4	-5	-2	0	108
N=c1c(C(=O)NC2CCCC2)cc2c(=O)n3ccccc3nc2n1CCN1CCOCC1	-0.4	?	9	2	0	1	5	0	?
CCCCCC(NC(=O)C1CCN(C(=O)[C@@H](NS(=O)(=O)c2ccc(C)cc2)C(C)C)CC1)C(=O)O (stereo partly specified)	3.2	98	1	-1	28	4	6	2	97
CN(CC(=O)Nc1ccc(F)cc1)C(=O)COc1ccccc1Cc1ccccc1	-0.5	111	-1	-3	9	-10	5	1	100
CN1/C(=C\C(=O)COC(=O)CNC(=O)c2ccc3ccccc3c2)C(C)(C)c2ccccc21	-5.2	98	1	-17	-297	-13	5	6	102
O=[N+]([O-])c1ccccc1S(=O)(=O)NCCC1=CCCCC1	0.8	105	8	1	4	6	4	0	100
CC(C)NC(=O)COC(=O)C1CSC2(c3ccc(Br)cc3)CCC(=O)N12 (stereo unspecified)	2.6	97	-6	2	7	-5	-4	0	93
CC(=O)Nc1nnc(SCc2cccc(F)c2)s1	-2.1	99	47*	-2	-7	2	0	.	95
COc1ccc(NC(=O)CCC(=O)N2CCCC2)c([N+](=O)[O-])c1	1.1	90	0	0	-5	4	3	0	87
COc1ccc(NC(=O)Nc2ccc3c(c2)N(C)C(=O)CS3)cc1OC	-0.1	100	5	2	-26	0	12	0	99
COc1ccc(/C=C2\CC/C(=C\c3ccc(OC)cc3OC)C2=O)c(OC)c1	2.4	98	-19	-2	-14	-35	-61	3	87
Cc1onc(-c2ccccc2Cl)c1C(=O)Nc1nnc(C(C)C)s1	-2.8	110	-2	6	15	-5	-1	1	118
CCOc1ccc(NS(=O)(=O)c2c(C)nc3sccn3c2=O)cc1	0.7	96	-5	1	-3	-4	9	5	94
Cc1cnc(C(=O)OCC(=O)Nc2oc(-c3ccccc3)c(-c3ccccc3)c2C#N)cn1	1.1	102	6	4	1	5	-1	1	97
CCOc1ccc(-n2c(SCc3nc(-c4cccs4)no3)nnc2-c2ccncc2)cc1	0.0	103	-7	0	3	0	-2	0	102
O=C(NCC(c1cccnc1)N1CCN(c2ccc(F)cc2)CC1)c1ccccc1 (stereo unspecified)	-5.0	108	4	1	0	-5	2	0	113
C/C=C/C(=O)Nc1cccc(C2=NOC3(C2)C[C@@H](C(N)=O)N(C(=O)/C(C)=C/C)C3)c1 (stereo partly specified)	0.5	80	3	3	40	7	1	3	89
COc1cccc(C(=O)OCC(=O)NC23CC4CC(CC(C4)C2)C3)c1	.	98	.	.	-5	.	6	1	111
C=CC[C@@H](CC(=O)NCCO)C(=O)N[C@H](COC(=O)[C@@H](CC=C)Cc1ccc(F)cc1)Cc1c[nH]c2ccccc12	.	87	.	.	-14	.	2	0	82

Limited to CIT2-GFP yeast and Bcl-xL primary, for some of the entries so far:
structure	CIT2-GFP yeast	Bcl-xL primary
C/C=C/C(=O)Nc1cccc(C2=NOC3(C2)C[C@@H](C(N)=O)N(C(=O)/C(C)=C/C)C3)c1 (stereo partly specified)	89	3
CN1/C(=C\C(=O)COC(=O)CNC(=O)c2ccc3ccccc3c2)C(C)(C)c2ccccc21	102	1

More entries.
SMILES	MEX-5 binding	AGP1 TOR yeast	Bcl-xL primary	Fam108B inh	VLA-4 inh	MCL1 BIM primary	GLD-1 TGE inh	GRK2 aptamer HTS	CIT2-GFP yeast
CSc1nc2ccc(S(N)(=O)=O)cc2s1	-0.4	92	1	-1	18	-6	3	0	90
Cc1ccc(NC(=O)CSc2nnc(-c3ccccn3)n2C)cc1	-1.4	102	-10	-5	-4	-9	7	0	110
COc1ccc(C2=NN(C(=O)c3ccccc3)C(c3ccc(OC)c(OC)c3)C2)c(OC(C)=O)c1 (stereo unspecified)	-0.9	83	1	1	8	5	2	2	113
O=C(CCNS(=O)(=O)c1ccc(Cl)cc1)NCc1ccccn1	-3.0	104	16	-3	-5	22	14	4	108
CC(C)NC(=S)N/N=C1\CCCCc2ccccc21	-0.2	86	-1	4	-6	5	-1	1	88
CCOc1ccccc1OCC(=O)OCC(=O)c1c(N)n(CC(C)C)c(=O)n(C)c1=O	.	107	2	.	6	-4	2	2	101
COc1ccc(CNC(=O)COC(=O)CCOc2ccccc2)cc1	0.2	103	5	0	7	-1	0	0	105
Cc1csc2c(=O)[nH]cnc12	-2.7	104	5	0	10	-3	-3	0	.
O=C(CCN=C1NS(=O)(=O)c2ccccc21)OCc1ccccc1	-0.8	89	0	0	-6	3	-1	.	93
CC(=O)NC(C)CCc1ccccc1 (stereo unspecified)	2.4	110	4	-3	11	6	2	1	104
O=C(/C=C/c1ccco1)N(Cc1ccccc1F)C1CCS(=O)(=O)C1 (stereo unspecified)	1.7	111	9	0	-18	12	6	5	125
Fc1ccccc1SCc1nnc(-c2ccccc2Br)o1	1.5	96	3	-5	14	5	-1	4	88
O=C(Nc1ccc(C(F)(F)F)cc1)c1ccccc1-n1cnnn1	.	109	-4	.	15	-16	0	0	102

A few values from the entries so far:
`CCCCCCCCNC(=O)c1ccc(C)cc1` in AGP1 TOR yeast has 93
`COc1ccc(OC)c(C2C(C#N)=C(N)Oc3cc(C)n(Cc4ccccn4)c(=O)c32)c1` (stereo unspecified) in GRK2 aptamer HTS has 0
